Assay outcomes deposited in PubChem by National Center for Advancing Translational Sciences (NCATS).
Shiga inhibitor: inhibitors of Shiga toxin in Vero cells | Vero cells, Shiga toxin protein synthesis inhibition reporter | inhibition, % at 38.7 µM | actives 9.2% (n = 290,000); in the data active = inhibition mostly above about 28%, no sharp cut-off; inactive = mostly below about 43%; also: 0% is about no effect
Cycloheximide cs: affects cycloheximide protein synthesis inhibition readout, counter-screen; actives 12% (n = 300,000); cell reporter, cycloheximide protein synthesis inhibition counterscreen; max response, %; in the data active = max response mostly above about 13%, no sharp cut-off; inactive = mostly below about 14%; also: read at 38.3 µM for the half of the compounds with a filed dose; 0% is about no effect
Starred values were filed as active, the others as inactive; i = inactive; & = joins results of further samples. A portion of the library (hit frequency here may not be typical).

nr	compound	Shiga inhibitor	Cycloheximide cs
1	CC(=O)OCCN1C(=O)c2c(C)nc3ccc(S(=O)(=O)N4CCOCC4)cc3c2C1=O	-2.4	-2.2
2	NCCCC[C@H](NC(=O)[C@H](Cc1c[nH]c2ccccc12)NC(=O)[C@H](CC(=O)O)NC(=O)[C@H](Cc1cnc[nH]1)NC(=O)[C@H](CO)NC(=O)[C@H](Cc1c[nH]c2ccccc12)NC(=O)[C@H](Cc1cnc[nH]1)NC(=O)[C@@H]1CCC(=O)N1)C(=O)N1CCC[C@H]1C(=O)NCC(N)=O	-8.9	4.9
3	COc1cccc(C2=Nn3c(nnc3-c3ccc(OC)c(OC)c3)SC2)c1	6.7	3.0
4	CCCCCCCCCCCCCCCC(=O)OCC(NC(=O)C(Cl)Cl)C(O)c1ccc([N+](=O)[O-])cc1 (stereo not given)	-6.7	9.5
5	C/C=C(/C)C(=O)O[C@H]1C(C)=C2[C@H]([C@@H]1OC(=O)CCCCCCC)[C@@](C)(OC(C)=O)C[C@H](OC(=O)CCC)[C@@]1(O)[C@H]2OC(=O)[C@@]1(C)O	-14.2	-5.4
6	CC(=O)Nc1ccc(SCCN2CCN(CCc3ccccc3)CCC2=O)cc1	18.4	8.8
7	ClC1=C(Cl)C(Cl)(C2(Cl)C(Cl)=C(Cl)C(Cl)=C2Cl)C(Cl)=C1Cl	-20.8	-15.5
8	CC(NC(=O)COC(=O)c1ccco1)C12CC3CC(CC(C3)C1)C2 (stereo not given)	-4.2	-9.8
9	CC(C)C[C@H](NC(=O)[C@H](CC(C)C)NC(=O)[C@H](Cc1ccccc1)NC(=O)[C@@H](N)CO)C(=O)N[C@@H](CCCNC(=N)N)C(=O)N[C@@H](CC(N)=O)C(=O)N1CCC[C@H]1C(=O)N[C@@H](CC(N)=O)C(=O)N[C@@H](CC(=O)O)C(=O)N[C@@H](CCCCN)C(=O)N[C@@H](Cc1ccc(O)cc1)C(=O)N[C@@H](CCC(=O)O)C(=O)N1CCC[C@H]1C(=O)N[C@@H](Cc1ccccc1)C(=O)O	-5.3	8.5
10	Nc1sc2c(c1C(=O)c1ccc(Cl)cc1)CCCC2	12.8	7.5
11	CN(C(=O)Cc1ccccc1OC(=O)c1ccccc1)c1ccccc1I	-6.8	-1.7
12	COc1cc2c3cc1Oc1c(OC)c(OC)cc4c1[C@@H](Cc1ccc(OC(=O)c5ccc([N+](=O)[O-])cc5)c(c1)Oc1ccc(cc1)C[C@@H]3N(C)CC2)N(C)CC4	7.2&-8.5	-3.6&-1.6
13	CC(=O)OCC(CO)OC(C)=O (stereo not given) (tested in a mixture with another compound)	-15.8	-4.3
14	O=C(Nc1cccc(C(=O)Nc2cc(C(=O)Nc3ccc([S+](=O)([O-])[O-])c4cc([S+](=O)([O-])[O-])cc(SOOO)c34)ccc2F)c1)Nc1cccc(C(=O)Nc2cc(C(=O)Nc3ccc([S+](=O)([O-])[O-])c4cc([S+](=O)([O-])[O-])cc([S+](=O)([O-])[O-])c34)ccc2F)c1	-15.2	-12.1
15	CCCCCOc1c(OC)ccc2cc(C(=O)NCc3ccc4c(c3)OCO4)c(=O)[nH]c12	3.1	5.3
16	COc1ccc(-c2ccc(OC)c(C3C4C=CCC(C)C4C(=O)N3Cc3ccccc3)c2)cc1C (stereo not given)	31.9	28.8
17	CCOc1ccccc1-c1nnc2n1N=C(c1cc(OC)cc(OC)c1)CS2	-6.0	11.8
18	CC(C)[C@H](/C=C/C[Si](C)(C)C)[C@H](C)C(O)/C=C/CCCOC(=O)C(C)(C)C (stereo not given in full)	0.8	-5.1
19	C[C@H]1C(=O)N(S(=O)(=O)c2ccc([N+](=O)[O-])cc2)[C@H]1c1ccc(F)cc1	-7.4	-3.4
20	COc1cc2c3cc1OCc1c(O)c(OC)cc4c1C(Cc1ccc(cc1)Oc1cc(ccc1O)CC3N(C)CC2)N(C)CC4 (stereo not given)	-1.8	-1.2
21	CCCC[C@H](NC(=O)[C@H](CC(C)C)NC(=O)CNC(=O)[C@@H](NC(=O)[C@H](Cc1ccccc1)NC(=O)[C@H](CO)NC(=O)[C@@H](N)CC(=O)O)C(C)C)C(N)=O	-11.4	-6.6
22	CC[C@H](C)[C@H](N)C(=O)N[C@H](C(=O)N[C@@H](CO)C(=O)N[C@@H](C)C(=O)N[C@H](C(=O)N[C@H](C(=O)NCC(=O)N[C@H](C(=O)N[C@@H](CC(C)C)C(=O)O)[C@@H](C)CC)C(C)C)C(C)C)[C@@H](C)CC	-5.4	-1.4
23	CC(=O)CC(c1ccccc1)c1c(O)c2cc(O)ccc2oc1=O (stereo not given)	-3.2	-4.8
24	CN1C(=O)C[C@H](C(=O)O)[C@@H]1c1cccnc1	-10.5	-6.8
25	Cc1ccc(C)c(-c2ccc(C(=O)O)o2)c1	i	23.2
26	Clc1ccc(Sc2cc(Cl)c(Cl)cc2Cl)cc1	-6.1	-1.5
27	COCCNC(=O)C1(C(F)(F)F)C/C(=C\CCO)CCCO1 (stereo not given)	-10.3	-3.4
28	C[C@H](Cc1nc2c(cnn2-c2ccccc2Cl)c(=O)[nH]1)C(F)(F)F	-5.3	-5.3
29	CC(C)(C)OC(=O)N1C=CCC1CN1C(=O)COCC1=O (stereo not given)	17.3	10.1
30	O=C(O)CN(CC(=O)O)c1ccccc1OCCOc1ccccc1N(CC(=O)O)CC(=O)O	4.0	10.2
31	O=C1Nc2ccccc2C2(CCN(CCc3ccc(C(F)(F)F)cc3)CC2)O1	13.8	7.1
32	O=S(=O)(c1cccc(F)c1)N1CCN(S(=O)(=O)c2ccc3c(c2)OCCO3)CC1	16.5	2.7
33	OC1OC[C@H](O)[C@H](O)[C@H]1O (stereo not given in full)	-0.9	-6.1
34	OC[C@@H]1OC(O)[C@H](O)[C@H](O)[C@H]1O (stereo not given in full)	-13.6	1.7
35	O=C(CCCl)Nc1cccc2cccnc12	36.3	48.4*
36	CC[Si](CC)(CC)O[C@H]([C@@H](C)COCOC)[C@@H](C)COCc1ccc(OC)cc1	26.5	-1.3
37	O=c1cc(-c2cccc(F)c2)[nH]c2cc(Cl)ccc12	i	-4.4
38	O=C(CCBr)Nc1cccc2cccnc12	4.1	4.4
39	CC(C)(C)OC(=O)N1C2C=CC1C1=COCCN1C2=O (stereo not given)	-1.7	10.2
40	COc1ccc(-c2ccc(C3C4C=CCCC4(C)C(=O)N3Cc3ccccc3)c(F)c2)cc1OC (stereo not given)	-1.6	12.4
41	CC[C@H](C)[C@H](NC(=O)[C@H](Cc1ccc(O)cc1)NC(=O)[C@H](Cc1cnc[nH]1)NC(=O)[C@H](CCCNC(=N)N)NC(=O)[C@H](CC(C)C)NC(=O)[C@H](C)NC(=O)[C@H](CO)NC(=O)[C@H](Cc1ccc(O)cc1)NC(=O)[C@H](Cc1ccc(O)cc1)NC(=O)[C@H](CCCNC(=N)N)NC(=O)[C@H](C)NC(=O)[C@H](CC(C)C)NC(=O)[C@H](CC(=O)O)NC(=O)[C@H](CCC(=O)O)NC(=O)[C@H](C)NC(=O)[C@@H]1CCCN1C(=O)[C@H](C)NC(=O)[C@H](CC(=O)O)NC(=O)[C@H](CCC(=O)O)NC(=O)CNC(=O)[C@@H]1CCCN1C(=O)[C@H](CC(N)=O)NC(=O)[C@H](CC(=O)O)NC(=O)[C@@H]1CCCN1C(=O)[C@H](CCCCN)NC(=O)[C@@H](N)CO)C(=O)N[C@@H](CC(N)=O)C(=O)N[C@@H](CC(C)C)C(=O)N[C@H](C(=O)N[C@H](C(=O)N[C@@H](CCCNC(=N)N)C(=O)N[C@@H](CCC(N)=O)C(=O)N[C@@H](CCCNC(=N)N)C(=O)N[C@@H](Cc1ccc(O)cc1)C(N)=O)[C@@H](C)O)[C@@H](C)CC	10.5	-6.2
42	COc1ccc(/C=C/C(=O)CC(=O)/C=C/c2cccc(O)c2OC)cc1O	21.8	13.5
43	C/C=C1/C[C@@H](C)[C@](O)(CO)C(=O)OCC2=CCN3CC[C@@H](OC1=O)C23 (stereo not given in full)	-3.9	12.9
44	CNc1ccc(C(=O)Oc2cc(O/N=[N+](\[O-])N(C)C)c([N+](=O)[O-])cc2[N+](=O)[O-])cc1	72.8*	39.5*
45	C[C@@H](O)C(N)C(=O)O (stereo not given in full)	-4.1	-5.8
46	Cc1noc(C)c1-c1ccc2ncnc(NCc3cccn3C)c2c1	-5.7	1.0
47	CC[C@H](C)[C@H](NC(=O)[C@H](Cc1ccc(O)cc1)NC(=O)[C@@H](NC(=O)[C@@H](N)CCCN=C(N)N)C(C)C)C(=O)N[C@@H](Cc1cnc[nH]1)C(=O)N1CCC[C@H]1C(=O)N[C@@H](Cc1ccccc1)C(=O)O	-10.6	0.9
48	COc1ccccc1C1=Nn2c(nnc2-c2ccccc2C)SC1	-13.8&-9.5	-2.9&5.8
49	COc1ccc(-c2cc(C3C4C=CCCC4(C)C(=O)N3Cc3ccccc3)ccc2F)cc1 (stereo not given)	10.7	8.9
50	CC(=O)Nc1ccccc1NS(=O)(=O)c1ccccc1NO	2.6	-0.9

Going on with the list:
nr	compound	Shiga inhibitor	Cycloheximide cs
51	COC(=O)C1CC1[C@H](NC(=O)c1cccnc1)c1ccccc1 (stereo not given in full)	-5.1	0.5
52	CC(=O)Nc1ccc(SCC(CC(C)C)N2CCN(CCc3ccccc3)CCC2=O)cc1 (stereo not given)	-8.7	-4.6
53	COc1ccc(-c2nnc3n2N=C(c2c(OC)cccc2OC)CS3)cc1OC	-8.8	-7.1
54	CC(=O)N1CC[C@H]2CC(=O)CC[C@@]21C	i	3.4
55	NCCCC[C@H](NC(=O)[C@H](CCCN=C(N)N)NC(=O)[C@H](CO)NC(=O)[C@H](CCCN=C(N)N)NC(=O)[C@@H](N)Cc1ccc(O)cc1)C(=O)N[C@@H](Cc1ccc(O)cc1)C(=O)N[C@@H](CO)C(=O)N[C@@H](CO)C(=O)N[C@@H](Cc1c[nH]c2ccccc12)C(=O)N[C@@H](Cc1ccc(O)cc1)C(=O)O	-6.2	-0.8
56	Cc1ccc(SCC(c2ccccc2)N2CCN(CCc3ccccc3)CCC2=O)cc1 (stereo not given)	35.2*	48.1*
57	CSCC[C@H](NC(=O)[C@H](CC(C)C)N(C)C(=O)[C@@H]1CCCN1C(=O)[C@H](Cc1ccccc1)NC(=O)[C@H](Cc1ccccc1)NC(=O)CCC(C)N)C(=O)O (stereo not given in full)	-4.0	-6.0

Ordered by heavy-atom count (low to high): part of the list above
nr	compound	Shiga inhibitor	Cycloheximide cs
45	C[C@@H](O)C(N)C(=O)O (stereo not given in full)	-4.1	-5.8
54	CC(=O)N1CC[C@H]2CC(=O)CC[C@@]21C	i	3.4
50	CC(=O)Nc1ccccc1NS(=O)(=O)c1ccccc1NO	2.6	-0.9
51	COC(=O)C1CC1[C@H](NC(=O)c1cccnc1)c1ccccc1 (stereo not given in full)	-5.1	0.5
48	COc1ccccc1C1=Nn2c(nnc2-c2ccccc2C)SC1	-13.8&-9.5	-2.9&5.8
43	C/C=C1/C[C@@H](C)[C@](O)(CO)C(=O)OCC2=CCN3CC[C@@H](OC1=O)C23 (stereo not given in full)	-3.9	12.9
42	COc1ccc(/C=C/C(=O)CC(=O)/C=C/c2cccc(O)c2OC)cc1O	21.8	13.5
53	COc1ccc(-c2nnc3n2N=C(c2c(OC)cccc2OC)CS3)cc1OC	-8.8	-7.1
44	CNc1ccc(C(=O)Oc2cc(O/N=[N+](\[O-])N(C)C)c([N+](=O)[O-])cc2[N+](=O)[O-])cc1	72.8*	39.5*
56	Cc1ccc(SCC(c2ccccc2)N2CCN(CCc3ccccc3)CCC2=O)cc1 (stereo not given)	35.2*	48.1*
49	COc1ccc(-c2cc(C3C4C=CCCC4(C)C(=O)N3Cc3ccccc3)ccc2F)cc1 (stereo not given)	10.7	8.9
40	COc1ccc(-c2ccc(C3C4C=CCCC4(C)C(=O)N3Cc3ccccc3)c(F)c2)cc1OC (stereo not given)	-1.6	12.4
47	CC[C@H](C)[C@H](NC(=O)[C@H](Cc1ccc(O)cc1)NC(=O)[C@@H](NC(=O)[C@@H](N)CCCN=C(N)N)C(C)C)C(=O)N[C@@H](Cc1cnc[nH]1)C(=O)N1CCC[C@H]1C(=O)N[C@@H](Cc1ccccc1)C(=O)O	-10.6	0.9
55	NCCCC[C@H](NC(=O)[C@H](CCCN=C(N)N)NC(=O)[C@H](CO)NC(=O)[C@H](CCCN=C(N)N)NC(=O)[C@@H](N)Cc1ccc(O)cc1)C(=O)N[C@@H](Cc1ccc(O)cc1)C(=O)N[C@@H](CO)C(=O)N[C@@H](CO)C(=O)N[C@@H](Cc1c[nH]c2ccccc12)C(=O)N[C@@H](Cc1ccc(O)cc1)C(=O)O	-6.2	-0.8
41	CC[C@H](C)[C@H](NC(=O)[C@H](Cc1ccc(O)cc1)NC(=O)[C@H](Cc1cnc[nH]1)NC(=O)[C@H](CCCNC(=N)N)NC(=O)[C@H](CC(C)C)NC(=O)[C@H](C)NC(=O)[C@H](CO)NC(=O)[C@H](Cc1ccc(O)cc1)NC(=O)[C@H](Cc1ccc(O)cc1)NC(=O)[C@H](CCCNC(=N)N)NC(=O)[C@H](C)NC(=O)[C@H](CC(C)C)NC(=O)[C@H](CC(=O)O)NC(=O)[C@H](CCC(=O)O)NC(=O)[C@H](C)NC(=O)[C@@H]1CCCN1C(=O)[C@H](C)NC(=O)[C@H](CC(=O)O)NC(=O)[C@H](CCC(=O)O)NC(=O)CNC(=O)[C@@H]1CCCN1C(=O)[C@H](CC(N)=O)NC(=O)[C@H](CC(=O)O)NC(=O)[C@@H]1CCCN1C(=O)[C@H](CCCCN)NC(=O)[C@@H](N)CO)C(=O)N[C@@H](CC(N)=O)C(=O)N[C@@H](CC(C)C)C(=O)N[C@H](C(=O)N[C@H](C(=O)N[C@@H](CCCNC(=N)N)C(=O)N[C@@H](CCC(N)=O)C(=O)N[C@@H](CCCNC(=N)N)C(=O)N[C@@H](Cc1ccc(O)cc1)C(N)=O)[C@@H](C)O)[C@@H](C)CC	10.5	-6.2
